Assay outcomes: PubChem, The Scripps Research Institute Molecular Screening Center
SRC1 TRFRET art: flags TR-FRET format artefacts in PPARgamma SRC-1 recruitment agonist screen | TR-FRET detection artefact counter-screen, emission ratio; hits give high values | TR-FRET ratio at 8 µM | actives 0.34% (n = 99,000); in the data active = TR-FRET ratio above about 2300; note: inactives centre near 1800; reference of the scale not given here
SRC3 TRFRET art: TR-FRET artefact, counter-screen to PPARgamma/SRC-3 agonist assay; PPARgamma/SRC-3 format; hits give high values; TR-FRET ratio at 8 µM; actives 0.39% (n = 99,000); AID 1048; in the data active = TR-FRET ratio above about 2000; note: inactives centre near 1600; reference of the scale not given here
An asterisk follows results filed as active. A portion of the library, so the mix of outcomes need not match the whole.

SMILES	SRC1 TRFRET art	SRC3 TRFRET art
CCn1cc(C(=O)O)c(=O)c2cc(F)c(N/N=C/c3ccccc3)cc21	1783	1646
CCNS(=O)(=O)c1ccc(NC(=O)CC(C)c2ccccc2)cc1 (stereo not drawn)	1913	1672
CCOc1ccc(/C=C2\SC(=S)NC2=O)cc1OC	1902	1542
O=C(NC(CO)C(O)c1ccc([N+](=O)[O-])cc1)C(Cl)Cl (stereo not drawn)	1610	1388
S=C(Cc1ccc(Cl)cc1)N1CCOCC1	2054	1570
O=C(Cc1cccs1)Nc1ccc(S(=O)(=O)N2CCCC2)cc1	1941	1596
CCc1n(CC(O)COCc2ccccc2)c2ccccc2[n+]1C (stereo not drawn)	1857	1524
COc1ccc(C(=O)NC(=S)Nc2cccc(NC(=O)c3ccco3)c2)cc1[N+](=O)[O-]	1831	1643
COc1ccc(C2(O)CN(c3ccccc3)C3=[N+]2CCS3)cc1OC (stereo not drawn)	1878	1598
O=C(COC(=O)c1cc(F)c(F)cc1Cl)NC1CC1	1677	1427
Cc1ccsc1/C=C1/C(=O)NN(c2ccccc2)C1=O	1983	1655
CCCCc1nc(SCc2ccc([N+](=O)[O-])cc2)n[nH]1	2040	1713
O=c1[nH]ncc(NCCc2ccccc2)c1Cl	1779	1593
CCOC(=O)C(=NC(C)CC)NNc1ccc(Br)cc1 (stereo not drawn)	2126	1595
CC(C)(C)NC(=O)c1cc(Cl)ccc1[N+](=O)[O-]	1646	1470
C=CCn1c(O)c(N=NC(=S)Nc2ccc(OC)cc2)c2ccccc21	2162	1619
O=C(O)CCN(Cc1ccccc1)S(=O)(=O)c1ccccc1Cl	1989	1871
CCNC(=O)/C=C/c1ccccc1[N+](=O)[O-]	1581	1362
Oc1c(Br)cc(Br)cc1C=NCc1ccccc1	2047	1719
Cc1ccc(/C=N/NC(=O)C(=O)N/N=C/c2ccc(C)o2)o1	1458	1394
CN1CCN(C2=Nc3cc(F)ccc3Cc3ccccc32)CC1	1692	1558
Cc1ccc(/C=C2\Oc3c(ccc(O)c3CN3CCN(C)CC3)C2=O)cc1	1660	1469
Cc1cc(C)c2nc(-n3nc(C)cc3N)cc(C)c2c1	1838	1641
O=[N+]([O-])c1ccc(N2CCN(CC(O)COc3ccccc3)CC2)cc1 (stereo not drawn)	1909	1502
Cc1cc(C)c(NC(=O)CCCSc2nnc(N)s2)c(C)c1	1711	1808
CCC(C(=O)OCC(=O)Nc1c(Cl)cc(Cl)cc1Cl)c1ccccc1 (stereo not drawn)	1876	1565
COc1ccc2[nH]c(-c3ccc(C)cc3)cc(=O)c2c1	1576	1521
C[C@]1(C(=O)NCCc2c[nH]c3ccccc23)C=C[C@@H](Cc2ccccc2)N1C(=O)c1ccccc1	1721	1529
CCN(Cc1ccccc1)C(=O)CCc1nnc(CCCc2ccccc2)o1	1483	1505
CN=c1scc(-c2ccccc2F)n1/N=C(\C)c1cccnc1	1937	1712
NC(=O)CC[C@H](NC(=O)OCc1ccccc1)C(=O)OCc1ccc(Cl)cc1	1549	1583
Cc1ccc(NC(=S)N(CCN2CCOCC2)Cc2ccccc2F)cc1Cl	2050	1473
COc1ccc(-c2cc(NCCc3ccncc3)n3ncnc3n2)cc1	1540	1565
CCCN1Cc2cccc(C(=O)NC(CC(=O)OCC)c3ccc(OCC)c(OC)c3)c2C1=O (stereo not drawn)	1671	1775
Cc1nc([N+](=O)[O-])c(NCCCO)n1Cc1ccccc1	1835	1435
NNC(=S)Nc1ccc(Cl)cc1	2019	1717
CC(=O)Nc1ccc(N2CCC(C)CC2)c([N+](=O)[O-])c1	1709	1569
C=CCOc1nc2c(c(=O)n(C)c(=O)n2C)n1Cc1ccc(Cl)cc1Cl	1913	1873
Fc1ccccc1Cc1ccc(Cl)nn1	1601	1247
Cc1ccc(/C=N/Nc2ccc(C(=O)O)cc2)o1	2095	1697
C=CCNC(=O)COC(=O)c1ccc(Cl)c(S(N)(=O)=O)c1	2230	1380
O=C(COc1ccc([N+](=O)[O-])cc1)Nc1ccc(CN2CCOCC2)cc1	1936	1496
C/C(=N\NC(=O)c1cccc(S(=O)(=O)Nc2ccccc2Cl)c1)c1ccco1	1767	1609
CCC(C)N=C1CC(C)(C)CC(=O)/C1=C(/O)Cc1ccccc1 (stereo not drawn)	1856	1367
Cc1ccccc1NC(C)C(=O)N/N=C/c1c[nH]c2ccccc12 (stereo not drawn)	2226	1760
CCn1cc(C(=O)Nc2cccc(C)c2)c(=O)c2ccc(C)nc21	1971	1775
COC(=O)c1ccc(CC(=O)c2nc3ccccc3s2)cc1	1955	1673
O=C(NC(=S)NCCC1=CCCCC1)c1cccnc1	1822	1610
O=C(C1=C[C@H](c2ccccc2)C[C@H](OCc2ccc(CO)cc2)O1)N1CCN(Cc2ccc3c(c2)OCO3)CC1	1594	1517
Cc1ccc(/C=N/NC(=O)CN(Cc2ccccc2)S(=O)(=O)c2ccc3c(c2)OCCO3)cc1	1586	1493
C=CCNC(=O)COc1ccc(S(=O)(=O)Nc2ccc(OCC)cc2)cc1	1617	1556
COc1ccc2c(c1OC)C(=O)N1N=C(c3ccc(Br)cc3)CC21 (stereo not drawn)	1887	1677
CCN1C(=O)/C(=C\c2ccncc2)SC1=Nc1ccc(C)c(C)c1	1727	1527
COc1ccccc1NCCC(=O)OCC(=O)NC1CC1	1676	1543
COc1cc(/C=C/C(=O)Nc2ccc(C)cc2)cc(OC)c1OC	1645	1663
C[C@@H]1NC(=O)c2cc([N+](=O)[O-])cc(I)c2NCC[C@@H](C(N)=O)NC(=O)[C@H](CC(N)=O)NC1=O	1548	1575
Nc1c2c(nc3ccccc13)CCCC2	1565	1634
COc1ccc2nc(NC(=O)CCNC(=O)c3ccccc3Cl)sc2c1	1882	1746
CC(C)NC(=O)CN1CCN(Cc2nc(-c3cccs3)no2)CC1	1600	1600
CC(C)[C@H](NC(=O)c1ccccc1)C(=O)OCC(=O)NCCC1=CCCCC1	1790	1439

Another view of some results above.
SMILES: O=C(C1=C[C@H](c2ccccc2)C[C@H](OCc2ccc(CO)cc2)O1)N1CCN(Cc2ccc3c(c2)OCO3)CC1
  SRC1 TRFRET art: 1594
  SRC3 TRFRET art: 1517
SMILES: CC(C)[C@H](NC(=O)c1ccccc1)C(=O)OCC(=O)NCCC1=CCCCC1
  SRC1 TRFRET art: 1790
  SRC3 TRFRET art: 1439
SMILES: Nc1c2c(nc3ccccc13)CCCC2
  SRC1 TRFRET art: 1565
  SRC3 TRFRET art: 1634
SMILES: C=CCNC(=O)COc1ccc(S(=O)(=O)Nc2ccc(OCC)cc2)cc1
  SRC1 TRFRET art: 1617
  SRC3 TRFRET art: 1556

More records follow.
SMILES	SRC1 TRFRET art	SRC3 TRFRET art
COc1ccc(-c2coc3c(CN4CCCCC4)c(O)c(CN4CCCCC4)c(O)c3c2=O)cc1	1941	1611
CCN1CCN(CC(=O)c2ccc(OC)cc2)CC1	1434	1412
Cc1[nH]c2ccccc2c1C(=O)COC(=O)c1c(-c2c(F)cccc2Cl)noc1C	1782	1718
CCOC(=O)Nc1n[nH]c(NC(=O)OCC)c1[N+](=O)[O-]	1789	1484
Cc1cccc(NC(=O)CSc2nnc(CNC(=O)c3ccc(S(=O)(=O)N(C)C)cc3)n2-c2cccc(C)c2)c1	2218	1693
COc1ccc(CCC(=O)NCCc2nc3ccccc3[nH]2)cc1	1744	1543
CCOC(=O)C1=C(CC)Nc2ccccc2N/C1=N\S(=O)(=O)c1ccc2ccccc2c1	1965	1814
CCOc1c(O)ccc(C2NC(=O)N(C)C(C)=C2C(=O)OC)c1[N+](=O)[O-] (stereo not drawn)	1878	1734
CC(C)N(Cc1nc(-c2ccc3c(c2)OCO3)no1)Cc1nccn1C	1705	1594
CC12CCC(C/C1=N/NC(=O)COc1ccccc1Cl)C2(C)C (stereo not drawn)	1874	1559
COc1ccc(NC(=S)N2CCC(C(O)(c3ccccc3)c3ccccc3)CC2)cc1	1694	1681
O=C(CNC(=O)c1ccccc1)OCc1ccc([N+](=O)[O-])cc1	1618	1434

Structures above with an aryl thioether with sulfur outside any ring:
SMILES	SRC1 TRFRET art	SRC3 TRFRET art
CCCCc1nc(SCc2ccc([N+](=O)[O-])cc2)n[nH]1	2040	1713
Cc1cc(C)c(NC(=O)CCCSc2nnc(N)s2)c(C)c1	1711	1808
Cc1cccc(NC(=O)CSc2nnc(CNC(=O)c3ccc(S(=O)(=O)N(C)C)cc3)n2-c2cccc(C)c2)c1	2218	1693

The results go on.
SMILES	SRC1 TRFRET art	SRC3 TRFRET art
COc1cc(CSC)nc(-c2ccccc2)n1	1726	1502
Cc1ccc2c(c1)c1c(n2CC(O)Cn2c(C)nc3ccccc32)C(=O)CCC1 (stereo not drawn)	1905	1720
O=C(Cn1c(-c2ccccc2)c[n+]2ccsc12)c1ccc(Br)cc1	1883	1639
Nn1c(=S)[nH]nc(Cc2ccc(O)cc2)c1=O	1771	1539
COCCNC(=O)C(=O)N/N=C(\C)CC(=O)Nc1ccc(Cl)cc1Cl	1673	1548
O=[N+]([O-])c1cc(S(=O)(=O)NCCCN2CCOCC2)ccc1Cl	1809	1353
OCCSc1nc(N2CCOCC2)nc(N2CCOCC2)n1	1730	1895
COc1ccc(-c2csc(-c3cccs3)n2)cc1OC	1742	1583
C/C(=N\NC(=O)Cc1csc(N2CCOCC2)n1)c1ccc(Cl)c(Cl)c1	2002	1538
COc1ccc(F)cc1C(=O)C1CCCN(Cc2cccn2-c2cccnc2)C1 (stereo not drawn)	1979	1462
COc1ccc(-c2cc(=Nc3c(C)n(C)n(-c4ccccc4)c3=O)c3ccccc3o2)cc1	2045	1804
Cc1cc(Br)ccc1SCC(=O)OCC(=O)Nc1ncc(C(F)(F)F)cc1Cl	2050	1388
Cc1sc(NC(=O)c2ccco2)c(C(c2cccnc2)N2CCN(c3ccc(F)cc3)CC2)c1C (stereo not drawn)	2098	1703
O=C(COC(=O)c1ccc(CNS(=O)(=O)c2ccc(F)c(Cl)c2)cc1)NCC1CCCCC1	1943	1727
CCc1nnc(NC(=O)CSc2nnc3c(n2)[nH]c2ccccc23)s1	1557	1493
Cc1[nH]ccc(=O)c1OCc1c(F)cccc1Cl	1493	1568
CN(C)C(=O)CSc1nnc(Cc2ccccc2)n1CC1CCCO1 (stereo not drawn)	1852	1583
Cc1ccc(OCc2nc3c4c(ncn3n2)-c2ccccc2CC42CCCC2)cc1	1668	1429
CC1=C(OC(=O)C(C)(C)C)C(C)(C)C(c2ccccc2)OC1=O (stereo not drawn)	1712	1647
O=C1C=C(Nc2ccc(Cl)cc2)CC(c2ccccc2)C1 (stereo not drawn)	1838	1375
CCCCNC(=O)CSc1nnc(Cc2ccccc2)n1CC1CCCO1 (stereo not drawn)	1660	1673
CN(C)CCNC(=O)c1cccc(NS(=O)(=O)c2ccc(Cl)c(Cl)c2)c1	1821	1415
CCN(CC1COc2ccccc2O1)S(=O)(=O)c1ccc(C)cc1 (stereo not drawn)	2295	1439
Cc1ccccc1NC(=O)c1ccc(F)c(S(=O)(=O)N2CCCCC2)c1	2044	1768
COc1cccc(-n2c(SCC(N)=O)nc3c([nH]c4ccccc43)c2=O)c1	1923	1642
CCS(=O)(=O)c1ccc2oc(Nc3ccc(OC)cc3)nc2c1	1614	1721
Cn1c(=O)oc2cc(S(=O)(=O)NCCN3CCc4ccccc4C3)ccc21	1748	1715
Cc1cccnc1NC(=O)c1ccc(S(=O)(=O)N2CC(C)OC(C)C2)cc1 (stereo not drawn)	2045	1640
CS(=O)(=O)Nc1ccc(C(=O)NC2CCCCC2)cc1	1848	1466
COc1ccc(C(=O)COC(=O)c2cc(S(=O)(=O)NCc3ccccc3)ccc2O)cc1	2055	1557
NC(CO)(CO)COCc1ccccc1	1583	1628
CC1=C(C(=O)OCc2ccccc2)C(c2ccsc2)NC(=O)N1C (stereo not drawn)	1553	1448
CCN(CC)S(=O)(=O)c1cc([N+](=O)[O-])ccc1N1CCC(C(N)=O)CC1	1832	1492
O=C(O)C1Cc2ccccc2CN1C(=O)COc1ccc(Br)cc1 (stereo not drawn)	1824	1731
Clc1ccc(Nc2ncnc3c2cnn3-c2ccccc2)cc1	1586	1523
CN(Cc1ccccc1)C(=O)C(C(=O)c1ccc(F)cc1)n1cc(Cl)ccc1=O (stereo not drawn)	1845	1644
O=[N+]([O-])c1cccc(CSc2ncnc3ccccc23)c1	1573	1601
COC(=O)c1ccc(-c2nc3ccccc3[nH]2)cc1	1763	1590
COCCn1c(-c2ccc(-c3ccc([N+](=O)[O-])cc3Br)o2)nc2c1c(=O)[nH]c(=O)n2CC(C)C	1742	1644
O=C(NC(=S)NCc1ccccc1)c1ccccc1	1742	1592
O=C(CCCNS(=O)(=O)c1cccc2nsnc12)NCCN1CCN(c2ccccc2F)CC1	1769	1406
CCOC(=O)C1CCN(C(=S)Nc2cc(C)ccc2C)CC1	1823	1462
CC(NS(=O)(=O)c1ccccc1)C(c1cccs1)N1CCOCC1 (stereo not drawn)	1904	1549
N#C/C(=C\Nc1ccccc1SC(F)(F)F)c1nc(-c2ccccc2)cs1	1677	1707
CC(C)(C)c1cc(CCC(=O)NN)cc(C(C)(C)C)c1O	1843	1653
O=C1OCCC1Sc1nnc(-c2cccnc2)n1-c1ccccc1F (stereo not drawn)	1909	1575
CCn1ncc(NC(=S)Nc2ccc(OC)c(OC)c2)c1C(N)=O	1770	1685

In the list so far, 3 have a tert-butyl group.
SMILES	SRC1 TRFRET art	SRC3 TRFRET art
CC(C)(C)NC(=O)c1cc(Cl)ccc1[N+](=O)[O-]	1646	1470
CC1=C(OC(=O)C(C)(C)C)C(C)(C)C(c2ccccc2)OC1=O (stereo not drawn)	1712	1647
CC(C)(C)c1cc(CCC(=O)NN)cc(C(C)(C)C)c1O	1843	1653
